Bioassay records (PubChem BioAssay)
Peg3 prom inh – reduces Peg3 promoter-driven luciferase expression in HeLa; HeLa PEG-Prom luciferase reporter, luminescence, overnight; inhibition, % at 20 µM; 360,000 compounds, 1.7% hits; AID 588405;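 active = inhibition of at least 50% at 20 µM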
hiPSC survival – hiPSC single-cell survival enhancement | ATPlite luminescence; 100% = ROCK inhibitor wells, 0% = DMSO | survival enhancement, % at 20 µM | 360,000 compounds, 0.044% hits; in the data active = survival enhancement above about 18%;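 also: cells exposed to compounds for 16 hours before the ATP read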
LMP1 NFkB inh – Epstein-Barr LMP1 NF-kappaB reporter inhibition; LMP1-induced NF-kappaB luciferase reporter cells, luminescence; inhibition, % at 12.5 µM; 350,000 compounds, 0.69% hits; in the data active = inhibition above about 41%;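 also: 0% = neutral control wells and 100% = reference inhibitor control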
KKLEB cytotox – reduces viability of KKLEB cystic fibrosis airway cells. 360,000 compounds, 0.36% hits. KKLEB CF airway cells viability, ATPlite luminescence, overnight; stronger effect = lower value; cells stimulated with P. aeruginosa culture filtrate. activity change (cytotoxicity), % at 5 µM;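 active = corrected activity change at or below -50% at 5 µM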
CF NFkB block – cystic fibrosis NF-kB activation inhibition; AID 588850; 360,000 compounds, 0.86% hits; inhibition, % at 5 µM; KKLEB NF-kB-GFP reporter, PAF-induced, GFP fluorescence overnight;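 active = at least 50% inhibition at 5 µM, scaled per plate between neutral and stimulator controls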;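 also: PAF is a Pseudomonas aeruginosa culture filtrate used as stimulus; plate controls were PAF-stimulated DMSO wells for no effect and unstimulated DMSO wells for full effect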
NR2E3 ag-1 – activates human photoreceptor nuclear receptor NR2E3 | AID 2300 | GST-NR2E3/biotin-RetCOR TR-FRET, 1536-well | Q9Y5X4 | inhibition of corepressor binding, % at 4.78 µM | 320,000 compounds, 0.12% hits;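 active = percent inhibition above the cutoff of mean plus 3 SD of all tested compounds, set per screening campaign, cut at about 20% in these data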;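 also: 0% = DMSO wells and 100% = biotin wells as full block of FRET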
Target sequence (Q9Y5X4 whole entry, looked up): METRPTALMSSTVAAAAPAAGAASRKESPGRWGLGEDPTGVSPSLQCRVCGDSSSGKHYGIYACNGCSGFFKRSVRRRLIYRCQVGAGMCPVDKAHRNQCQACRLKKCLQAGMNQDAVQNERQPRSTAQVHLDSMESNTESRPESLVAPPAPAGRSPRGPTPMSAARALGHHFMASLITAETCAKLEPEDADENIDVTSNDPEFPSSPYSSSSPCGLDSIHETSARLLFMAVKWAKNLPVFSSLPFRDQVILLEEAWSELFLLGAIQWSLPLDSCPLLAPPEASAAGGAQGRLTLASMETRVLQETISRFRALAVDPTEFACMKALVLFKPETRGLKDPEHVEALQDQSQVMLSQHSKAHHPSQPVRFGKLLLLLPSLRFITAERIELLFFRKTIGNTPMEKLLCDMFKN
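Test system: GST-NR2E3 and biotin-RetCOR proteins | Quantity: 1.35 nM GST-tagged NR2E3 final | Medium: Tris pH 7.5 | Also added: 7 nM biotin-RetCOR | Dosing: Compound at 4.8 µM, single dose | Timing: 5 h at 4 °C | Detection: Time-resolved FRET | Read-out basis: Percent inhibition | Benchmarks: Biotin wells as high control, 0.6% DMSO wells as low control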
Shn3 inh set2 – inhibitors of Schnurri-3 3'UTR reporter in osteoblasts; 360,000 compounds, 0.52% hits; AID 588674; Clone20 osteoblast Shn3 3'UTR firefly luciferase, 24 h; inhibition, % at 12.5 µM;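 active = mean inhibition of at least 75% with every replicate also reaching 75%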;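 also: 0% = median of neutral control wells and 100% = pilot-screen positive control compound; some compounds past the cut are filed as inactive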
MITF TRPM1 inh – reduces MITF-dependent TRPM1 promoter luciferase signal | SK-MEL-5 TRPM1 promoter luciferase, 24 h | inhibition, % at 12.5 µM | 330,000 compounds, 0.83% hits;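 active = mean inhibition across replicates of 60% or more, whatever share of single replicates reaches that level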; also: values of inactives mirror those of a sister screen read the other way
HIF-2a block – HIF-2a inhibition; 786-0 RCC cells HIF-2a reporter, luciferase luminescence, overnight; inhibition, % at 18.8 µM; 360,000 compounds, 0.72% hits; AID 624352;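 active = inhibition of the luminescence signal of 40% or more relative to plate controls, in a single-dose primary screen at 18.75 µM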
C8 TRAIL sens – sensitizes caspase-8 expressing cells to TRAIL; 360,000 compounds, 1% hits; NB7+C8 cells + TRAIL, ATPlite viability luminescence; inhibition (viability loss, TRAIL sensitization), % at 10 µM;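 active = compounds causing at least 50% loss of cell viability in the single-dose screen, relative to plate controls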
NR2E3 ag-2 – human photoreceptor-specific nuclear receptor agonism | Q9Y5X4 | CHO-S Gal4-NCOR/VP16-NR2E3 two-hybrid, luciferase | inhibition of corepressor binding, % at 3.98 µM | 360,000 compounds, 0.35% hits | AID 602229;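 active = inhibition above the mean of all tested compounds plus 3 SD, cut at about 70% in these data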;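 also: 0% = DMSO with NR2E3 transfected cells and 100% = cells lacking NR2E3 construct; higher means lower luciferase signal from less NR2E3 corepressor binding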
Numbers without * were called inactive; · = no result given. Some of the compounds tested, so the mix of outcomes need not match the whole.

SMILES	Peg3 prom inh	hiPSC survival	LMP1 NFkB inh	KKLEB cytotox	CF NFkB block	NR2E3 ag-1	Shn3 inh set2	MITF TRPM1 inh	HIF-2a block	C8 TRAIL sens	NR2E3 ag-2
CC(=O)Nc1ccc(S(=O)(=O)N2CCN(C(=O)c3ncoc3-c3ccc(F)cc3)CC2)cc1	-7.6	0.2	10.5	2.2	13.0	3.3	-16.9	3.8	5.1	-5.7	-13.4
COc1ccc(S(=O)(=O)NCC2(N3CCOCC3)CCCCC2)cc1OC	8.4	-0.6	5.5	-16.2	16.9	·	-2.9	-5.5	3.9	-7.1	-7.7
COc1ccc(CNCCC2(Cc3ccccc3)CC(C)N(C)CC2C)cc1OC (configuration not stated)	-2.3	-1.3	-4.6	-11.3	3.4	-0.2	8.8	-19.3	9.3	0.7	13.2
CCOC(=O)N1CCC(=NNC(N)=O)C1	-12.0	3.0	-1.3	-0.5	4.2	·	15.9	·	-6.5	3.9	-5.1
O=C(C1CC1)N1CCc2sccc2C1c1ccc(Cl)cc1 (configuration not stated)	20.4	-0.5	7.4	5.5	-3.8	1.6	27.1	-3.6	24.8	12.4	-13.7
Cc1cc(Cl)c2oc(C(=O)N3CCCCC3CCN3CCCC3=O)c(C)c2c1 (configuration not stated)	3.8	-0.2	-2.0	-3.3	19.9	-1.0	-12.4	-5.8	-18.3	-16.1	-23.6
COCCNC(=O)c1cccc(OC2CCN(Cc3cccc(C(C)=O)c3)CC2)c1	13.4	0.0	0.7	-0.5	6.8	4.3	2.4	4.4	11.7	3.9	-28.8
O=C(O)Cc1csc(Nc2cccc(Cl)c2)n1	-31.7	0.4	-9.3	9.6	-11.6	-3.8	-30.5	-13.3	-62.2	0.5	-26.9
O=C(CN1CCCc2ccccc21)N/N=C/c1ccc(F)cc1F	-18.4	0.2	-4.0	4.7	-7.5	-1.4	7.6	-1.3	-108.3	-3.0	-20.6
COc1cccc(OCc2nnc(SC)n2C)c1	-28.8	0.7	0.7	9.9	14.0	0.6	-10.4	-18.4	-30.6	2.9	-12.3
CC1CN(C(=O)c2cccc(S(=O)(=O)N3CCOCC3)c2)CC(C)O1 (configuration not stated)	3.5	0.6	-21.2	-3.6	5.6	-1.5	8.2	9.1	-11.8	-5.9	9.2
Cc1ccc(NC(=O)Cn2c(O)c(N=NS(=O)(=O)c3ccc(C)cc3)c3ccccc32)cc1	14.1	0.8	-5.1	14.6	2.1	0.7	0.1	0.8	13.1	-15.5	-14.3
Cc1ccc(S(=O)(=O)N2CCN(c3ncnc4ccccc34)CC2)cc1	17.1	-0.2	23.3	-0.6	8.7	0.5	84.9	10.9	31.8	37.5	89.9*
C=C1CCN([C@H](C(=O)O)C(C)C)S(=O)(=O)c2ccccc21	-3.0	-0.7	-2.2	3.2	14.9	3.2	3.1	-24.6	7.5	-5.5	-33.8
N#CCCCSc1nnnn1-c1cccc(Cl)c1	4.7	6.2	3.0	5.4	-3.2	2.8	-14.3	1.8	16.8	-3.2	1.2
Cc1ccc(CN2CCN(Cc3c[nH]c4ccccc34)CC2CCO)o1 (configuration not stated)	3.4	4.3	7.4	8.1	-1.8	-2.0	-4.9	5.0	3.7	2.4	-4.7
CCNC(=O)c1sc(=S)n(CC)c1N	-9.8	7.0	-1.1	-2.7	-5.4	4.0	-9.3	-12.8	6.2	-4.9	0.5
CCC(CO)Oc1cc(NC(=O)c2cccc(C)c2)c2ncn(C(C)C)c2c1 (configuration not stated)	30.7	3.9	8.5	0.0	-21.5	·	16.5	4.3	-11.9	9.0	-18.8
CC(NC(=O)c1ccccc1OC(F)F)c1ccc(-n2ccnc2)cc1 (configuration not stated)	9.8	0.6	-5.1	2.1	-24.5	1.1	3.5	-0.3	-3.0	-43.5	8.2
COc1ccccc1N1CCN(C(=O)c2cc3cc(C)ccc3[nH]2)CC1	25.6	0.1	12.2	-3.3	17.8	-1.6	-1.0	-2.5	6.6	-3.7	10.1
CCOC(=O)C1CCN(S(=O)(=O)Cc2ccc(Cl)cc2)CC1	-25.2	2.2	4.0	1.3	0.0	2.1	8.8	-23.2	-51.8	-3.9	-16.9
CCC1C(=O)N=C(SCC(=O)Nc2nc3ccccc3s2)NC1=O (configuration not stated)	-11.8	-0.9	-15.9	12.4	-4.1	1.6	-5.3	8.2	-6.6	0.9	-1.2
CCCc1cc(C(=O)Nc2nnc(C)s2)cs1	-261.8	-1.1	-12.1	2.4	13.6	-0.2	-81.2	-81.3	-287.5	10.9	-27.0
Cc1cccc(N2CCN(C(=O)C3CCN(S(=O)(=O)c4c(C)noc4C)CC3)CC2C)c1 (configuration not stated)	8.8	1.4	-0.3	2.1	-2.4	1.3	30.3	-4.5	8.7	4.7	21.7
CC(=NNC(=O)c1ccc(NS(=O)(=O)c2ccc(Br)cc2)cc1)c1cccnc1	-1.5	2.6	-0.8	-12.4	32.2	·	-19.1	-2.9	7.5	-1.0	-26.6
Cc1nn(C)c(Sc2ccccc2N)c1[N+](=O)[O-]	-14.6	1.9	-4.2	-0.8	2.2	-0.5	-16.5	15.5	-37.3	4.5	-24.4
CCN(CC)C(=O)Cn1ccc(NC(C)=O)nc1=O	-16.1	-0.3	-4.1	-1.2	6.0	-2.2	9.8	-15.1	11.5	-10.1	5.0
Cc1nnc(SCC(=O)Nc2cccc(Cl)c2)n1CC1CCCO1 (configuration not stated)	-1.8	1.5	-2.9	-3.6	7.2	1.7	-6.2	8.1	5.7	-6.3	11.7
Nc1c(N=Nc2ccccc2F)c(=O)[nH]n1-c1ccccc1	-362.6	-2.3	-28.3	7.7	-34.2	0.3	-47.0	-51.6	-291.7	2.2	-80.5
O=S(=O)(NC1CCN(S(=O)(=O)c2c(F)cccc2F)C1)c1ccc2c(c1)OCCO2 (configuration not stated)	6.2	-1.6	15.3	5.9	-12.4	-0.6	61.6	9.8	9.5	3.0	14.9
O=S1(=O)CCN(c2ccccc2CC(c2c[nH]c3ccccc23)c2c[nH]c3ccccc23)CC1	57.4*	-0.6	-12.2	15.2	7.4	·	13.8	10.8	-12.4	8.6	10.3
CC(=O)Nc1ccc(S(=O)(=O)N2CCC(C(=O)NC3CC3)CC2)cc1	-19.1	-0.5	-5.3	15.9	-33.4	0.7	0.6	-0.6	2.3	-12.9	-16.6
CC(C)N(Cc1nccn1C)C(=O)CCc1nnc(CCCc2ccccc2)o1	-237.7	-0.1	-16.9	6.5	3.1	2.3	-46.6	-57.0	-186.8	2.8	-74.4
CC(=O)c1ccc(S(=O)(=O)Nc2cccc(-c3ccc4nncn4n3)c2)cc1	9.0	2.0	58.2*	-0.1	11.9	5.4	7.1	-4.9	5.8	-0.7	-15.2
CC(=NCCN1CCOCC1)C1=C(O)c2ccccc2C1=O	-34.1	0.9	-3.0	5.9	6.2	-0.9	19.3	-10.3	-65.2	-10.7	0.1
Cc1ccc(C(=O)Nc2ccc(N3CCN(C)CC3)nc2)cc1	4.9	-0.4	4.9	2.1	3.3	-2.7	8.0	-4.0	1.9	-12.4	-6.4
CC1CCc2c(sc3ncnc(NCCCOC(C)C)c23)C1 (configuration not stated)	-13.2	3.5	-17.0	-5.8	9.3	-0.7	31.8	-13.4	-64.0	17.2	-40.7
Oc1ccc(N2CCN(c3nc(-c4cccs4)nc4ccccc34)CC2)cc1	12.2	-0.4	-9.2	4.5	8.8	-0.6	1.6	-9.1	-23.5	-9.4	-22.3
CCCCN1C(=O)Nc2ccccc2S1=O (configuration not stated)	-7.8	-1.0	7.6	6.4	1.5	2.6	-9.2	1.9	21.7	-11.0	-11.2
Cc1ccccc1NC(=O)NNC(=O)OC(C)(C)C	15.8	-0.5	7.6	-2.9	8.4	-2.0	-2.3	11.8	16.5	0.7	-1.2
COc1cccc(CNC(=O)CCC2CCCN(C/C=C/c3ccccc3OC)C2)c1 (configuration not stated)	1.9	-0.4	-6.3	-15.5	-2.0	0.7	-24.0	-16.0	7.7	43.5	-30.8
CC(C)CCNc1c(-c2cccs2)nc2ccccn12	-22.6	2.1	-11.8	-2.0	-20.3	0.1	-24.4	-4.0	-62.9	2.9	-28.6
CCN(c1ccc(NC(=O)COC(=O)CCC(=O)c2ccc(F)cc2)cc1)C(C)C	-35.2	-0.8	-0.4	6.3	-16.2	0.3	-9.8	-4.2	-16.3	13.8	-9.5
O=C(Oc1cc2oc(=O)c3c(c2cc1Cl)CCCC3)c1cccs1	-3.5	1.7	-0.2	5.9	-3.5	1.4	-2.1	2.4	0.1	5.3	7.4
Cc1ccccc1C(=O)NC1CCN(CC(=O)Nc2ccc(Br)cc2)CC1	11.5	0.0	-28.5	2.1	-6.4	3.7	9.2	6.5	7.9	0.2	-4.5
O=C(CCNS(=O)(=O)c1ccc2[nH]c(=O)oc2c1)Nc1ccccc1	20.7	-0.5	2.7	0.0	-0.4	-0.4	-1.9	-12.4	10.8	-4.9	14.5
CC(C)N(CCCNC(=O)Cn1c(=O)c2cccn2c2ccc(F)cc21)Cc1ccccc1	-16.3	-0.4	0.0	4.8	-12.0	0.4	2.2	-1.6	-2.1	0.8	-9.6
CN(C)S(=O)(=O)c1ccc2c(c1)nc(CCC(=O)NCC(=O)Nc1ccc(F)c(F)c1F)n2C	-13.6	2.9	-18.4	7.5	-49.4	·	-4.2	·	13.9	5.1	0.5

Structural class: the entries above with a COOH group (two)
SMILES	Peg3 prom inh	hiPSC survival	LMP1 NFkB inh	KKLEB cytotox	CF NFkB block	NR2E3 ag-1	Shn3 inh set2	MITF TRPM1 inh	HIF-2a block	C8 TRAIL sens	NR2E3 ag-2
O=C(O)Cc1csc(Nc2cccc(Cl)c2)n1	-31.7	0.4	-9.3	9.6	-11.6	-3.8	-30.5	-13.3	-62.2	0.5	-26.9
C=C1CCN([C@H](C(=O)O)C(C)C)S(=O)(=O)c2ccccc21	-3.0	-0.7	-2.2	3.2	14.9	3.2	3.1	-24.6	7.5	-5.5	-33.8

Grouped by structure, the entries above with two or more sulfur atoms (four)
SMILES	Peg3 prom inh	hiPSC survival	LMP1 NFkB inh	KKLEB cytotox	CF NFkB block	NR2E3 ag-1	Shn3 inh set2	MITF TRPM1 inh	HIF-2a block	C8 TRAIL sens	NR2E3 ag-2
CCNC(=O)c1sc(=S)n(CC)c1N	-9.8	7.0	-1.1	-2.7	-5.4	4.0	-9.3	-12.8	6.2	-4.9	0.5
CCC1C(=O)N=C(SCC(=O)Nc2nc3ccccc3s2)NC1=O (configuration not stated)	-11.8	-0.9	-15.9	12.4	-4.1	1.6	-5.3	8.2	-6.6	0.9	-1.2
CCCc1cc(C(=O)Nc2nnc(C)s2)cs1	-261.8	-1.1	-12.1	2.4	13.6	-0.2	-81.2	-81.3	-287.5	10.9	-27.0
O=S(=O)(NC1CCN(S(=O)(=O)c2c(F)cccc2F)C1)c1ccc2c(c1)OCCO2 (configuration not stated)	6.2	-1.6	15.3	5.9	-12.4	-0.6	61.6	9.8	9.5	3.0	14.9
